# GALK inhibitor = qHTS Assay for Inhibitors of Human Galactokinase (GALK); P51570; Purified GALK, Kinase-Glo residual ATP luminescence; Potency, µM (highest dose often 57.5 µM), for inactives: top-dose activity change, negative = inhibition, usual class: inhibitors; hit rate 0.007% among 270,000; AID 1868, 2009; further: potency means the concentration at half of the fitted maximal effect; on the % scale 0 is the no-effect control and ±100 the full control effect
# Target sequence (P51570 whole entry, looked up): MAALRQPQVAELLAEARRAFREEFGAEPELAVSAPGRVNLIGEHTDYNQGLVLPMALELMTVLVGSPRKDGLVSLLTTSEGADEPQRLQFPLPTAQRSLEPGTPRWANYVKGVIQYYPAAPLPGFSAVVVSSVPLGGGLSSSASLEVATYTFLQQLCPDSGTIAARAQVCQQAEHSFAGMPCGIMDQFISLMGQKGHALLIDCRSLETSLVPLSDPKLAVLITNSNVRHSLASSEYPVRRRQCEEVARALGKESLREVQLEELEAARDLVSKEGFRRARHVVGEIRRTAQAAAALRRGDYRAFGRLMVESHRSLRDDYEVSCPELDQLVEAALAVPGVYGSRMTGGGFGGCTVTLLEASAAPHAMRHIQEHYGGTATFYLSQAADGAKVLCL
#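 Kinase-Glo Plus luminescence measured ATP left after a 1 h room-temperature reaction. The reaction used 5 nM GALK, 100 uM galactose and 35 uM ATP at pH 8.0 (20 mM HEPES, 5 mM MgCl2, 60 mM NaCl, 1 mM DTT, 0.01% BSA).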
# TRPV1 agonist = HTS Assay for Compounds that Act as Agonists of the Vanilloid Receptor 1. activation, % at 8.33 µM. AID 540275, 2011. hit rate 0.19% among 320,000. TRPV1-expressing cells, Fluo-8 calcium influx, agonist mode. Transient receptor potential cation channel subfamily V member 1 (Homo sapiens), Q8NER1; in the data active means activation above about 80%; inconclusive means between about 30% and that limit; further: 0% is about no effect
#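 Fluo-8 calcium influx in TRPV1-expressing cells, kinetic read (ex 480/em 520 nm). Compound added and read 3 min for agonist activity, followed by capsaicin at EC20 final and 2 min further read for enhancement.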
# PKM2 act = qHTS Assay for Activators of Human Muscle isoform 2 Pyruvate Kinase. Potency, µM (series often up to 57.5 µM), inactives show at the top dose activation, actives largely listed as activators. AID 1631, 2009. purified PKM2, Kinase-Glo ATP luminescence, activation; response scale: 0% is enzyme alone, no compound. hit rate 0.34% among 260,000. Pyruvate kinase PKM (Homo sapiens), P14618; further: potency means the concentration at half of the fitted maximal effect; on the % scale 0 is the no-effect control and ±100 the full control effect; nearly all actives have a fitted effect of over 55% in size
# Target sequence (P14618 whole entry, looked up, canonical isoform): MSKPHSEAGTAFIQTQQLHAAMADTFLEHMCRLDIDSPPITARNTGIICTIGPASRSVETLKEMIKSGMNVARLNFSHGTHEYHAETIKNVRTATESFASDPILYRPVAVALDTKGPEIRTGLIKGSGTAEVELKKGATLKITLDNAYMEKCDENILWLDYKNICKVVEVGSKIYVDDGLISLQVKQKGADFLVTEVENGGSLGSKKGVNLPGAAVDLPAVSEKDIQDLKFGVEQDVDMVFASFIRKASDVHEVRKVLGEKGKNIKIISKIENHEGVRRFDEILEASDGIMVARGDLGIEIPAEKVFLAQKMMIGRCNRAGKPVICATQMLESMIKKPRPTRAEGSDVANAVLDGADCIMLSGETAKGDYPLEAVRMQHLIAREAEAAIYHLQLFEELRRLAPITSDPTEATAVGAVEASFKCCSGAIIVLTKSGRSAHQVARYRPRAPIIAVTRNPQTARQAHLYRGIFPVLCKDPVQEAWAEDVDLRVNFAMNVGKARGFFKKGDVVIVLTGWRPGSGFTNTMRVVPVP
#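 ATP formation by purified human PK-M2, quantified via coupled luciferase luminescence after 1 h at room temperature with 0.1 mM ADP and 0.5 mM PEP final.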
# hERG WT inh = qHTS for Inhibitors of KCHN2 3.1: Wildtype qHTS; U2OS, BacMam KCNH2, thallium flux FluxOr; active compounds read low; Voltage-gated inwardly rectifying potassium channel KCNH2 (Homo sapiens), Q12809; activity change, % at 1.84 µM; hit rate 0.37% among 340,000;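 active means maximum activity change below -70%; inconclusive means maximum activity change between -70% and -50%; inactive means maximum activity change above -50%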; further: on the % scale 0 is the no-effect control and ±100 the full control effect
#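 U2OS cells were transduced with wild-type KCNH2 virus (2.03 x 10^8 / mL) for 4 h at room temperature, then cultured overnight at 37 C. Thallium flux was read with FluxOr dye. Rate constants were normalized to DMSO controls.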
# FBPA coupling cs = qHTS Assay for Inhibitors of Fructose-1,6-bisphosphate Aldolase from Giardia Lamblia: Coupling assay counterscreen; activity change, negative = inhibition, % at 58.2 µM, hits read low; coupling enzyme system counterscreen, AmpLite Red fluorescence; hit rate 0.67% among 290,000; in the data active means activity change below about -30%; further: on the % scale 0 is the no-effect control and ±100 the full control effect
#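 Compounds tested against the coupling enzymes alone at 57.5 uM final; readout was AmpLite Red fluorescence (525/598 nm) after 20 min at RT.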
# MLL CXXC-DNA inh = qHTS Fluorescence Polarization Assay for Inhibitors of MLL CXXC domain - DNA interaction | MLL-CXXC / FITC-HOXA9 DNA fluorescence polarization | hit rate 0.037% among 290,000 | Histone-lysine N-methyltransferase 2A (Homo sapiens), Q03164 | AID 2662, 2010 | Potency, µM (doses to about 115 µM), inactives show top-dose activity change, negative = inhibition, most hits filed as inhibitors; active means well fitted inhibition curve with a large enough effect in the polarisation, with a control signal flat, not every such curve was filed as active; inconclusive means small, poorly fitted or top-dose-only effect, or effect the other way, or a change in a side signal; inactive means no such curve, though single readings can be large or run the other way; the % refers to the polarisation; further: potency means the concentration at half of the fitted maximal effect
#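 Fluorescence polarization: 7 uM MLL-CXXC (stock) preincubated 5 min with compounds, then 50 nM fluorescein-HOX-A9 DNA (stock) added; 30 min ambient. Buffer 50 mM Tris-HCl pH 7.5, 50 mM NaCl, 1 mM DTT, 0.05% BSA.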
# KCNH2 3.1 block = qHTS for Inhibitors of KCHN2 3.1: Mutant qHTS; hit rate 0.95% among 340,000; U2OS KCNH2 3.1, thallium flux FluxOr; active compounds read low; Potassium voltage-gated channel subfamily H member 2, brain isoform KCNH2 3.1 (human); activity change, % (tested at about 1.8 µM);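 active means maximum activity change below -70%; inconclusive means maximum activity change from -70% to -50%; inactive means maximum activity change above -50%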;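 further: thallium influx rate constant from kinetic fluorescence after stimulation buffer; on the % scale 0 is the no-effect control and ±100 the full control effect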
#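 We transduce U2OS cells with the mutant 3.1 virus, culture them overnight, load FluxOr with Red40 quencher for 45 min, then add stimulation buffer and read kinetically for 2 min to derive a normalized rate constant.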
# Menin-MLL TR inh = qHTS Assay for Inhibitors Targeting the Menin-MLL Interaction in MLL Related Leukemias: Competition With Texas Red Labeled MLL-derived Mutant Peptide; hit rate 0.23% among 270,000; AID 1768, 2009; Menin + Texas Red MLL mutant peptide, fluorescence polarization; Potency, µM (highest dose often 61.6 µM), for inactives: at the top dose FP activity change, negative = inhibition, hits mostly inhibitors; active means well fitted inhibition curve with a large enough effect in the polarisation, with a control signal flat, not every such curve was filed as active; inconclusive means small, poorly fitted or top-dose-only effect, or effect the other way, or a change in a side signal; inactive means no such curve, though single readings can be large or run the other way; the % refers to the polarisation; further: potency means the concentration at half of the fitted maximal effect; % of control where 0% means no effect; many of its hits are not listed in these tables
# USP2a block = qHTS Assay for Inhibitors of Ubiquitin-specific Protease USP2a Using CHOP2 as the Reporter; USP2 core, Ub-CHOP2 coupled fluorogenic reporter, 485/531; Potency, µM (top dose mostly 38.3 µM), for inactives: top-dose activity change, negative = inhibition, most hits filed as inhibitors; hit rate 0.01% among 330,000; AID 463254, 2010;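 further: potency means the concentration at half of the fitted maximal effect; plate controls were DMSO wells for no effect and full inhibition by NEM control for full effect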
#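 USP2 core (10nM final) preincubated 30min RT with compound in 20mM Tris-HCl pH 8.0, 2mM CaCl2, 2mM beta-mercaptoethanol, 0.05% CHAPS; 25nM Ub-CHOP2 plus 25nM reporter substrate added, fluorescence (Ex485/Em531) read after 60min.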
# B2AR arrestin = qHTS assay of beta-arrestin-biased ligands of beta2-adrenergic receptor; beta-arrestin recruitment to beta2AR, cell-based reporter; Potency, µM (highest dose often 46.1 µM), inactives show at the highest dose activation, usual class: activators; hit rate 0.02% among 330,000;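 further: potency means the concentration at half of the fitted maximal effect; 0% = DMSO controls and full agonism = EC100 isoproterenol or metaproterenol; nearly all actives have a fitted effect of over 65% in size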
# Giardia kill = Small Molecules that selectively kill Giardia lamblia: qHTS. Giardia lamblia trophozoite viability. AID 540267, 2011. hit rate 0.15% among 340,000. activity change, % at 7.66 µM, hits read low; in the data active means activity change below about -80%; inconclusive means between about -30% and that limit;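 further: parasites exposed to compound for two days anaerobically before the ATP read; on the % scale 0 is the no-effect control and ±100 the full control effect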
#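 Media and compound were dispensed first, then trophozoites at 100 cells/well; plates sat 48 hrs at 37 deg C without oxygen before ATP luminescence reagent was added and read after 15-30 min at room temperature.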
# * hit, by the source's call; ? = inconclusive; · = not tested or not shown; [ ] = dose if it differs, or a comment. Unless noted, the call rests on the fitted dose curve; in most records, active means well fitted curve in the direction sought with a large enough effect; inconclusive means small, poorly fitted or top-dose-only effect, or another doubt; inactive means no such curve, though single readings can be large; an effect the other way counts as inactive or inconclusive.
# The opening 5 entries (preview)
SMILES,GALK inhibitor,TRPV1 agonist,PKM2 act,hERG WT inh,FBPA coupling cs,MLL CXXC-DNA inh,KCNH2 3.1 block,Menin-MLL TR inh,USP2a block,B2AR arrestin,Giardia kill
C=C(C)C1CC=C(C)/C(=N/NC(=O)CNc2ccc(C)cc2C)C1 (stereo not given),3%,5,5%,-23,-1,-4%,-7,-7%,4%,-1.0%,7
CCOc1ccc(NC(=O)C23CC4CC(C2)CC(c2ccccc2)(C4)C3)cc1,-1%,6,-1%,1,-1,8%,4,-8%,-1%,-0.3%,1
COc1ccc(S(=O)(=O)N2CCC[C@H]2C(=O)NC2=NCCS2)cc1,1%,0,1%,-14,·,9%,13,-9%,2%,-0.2%,-19
CC(=O)Nc1ccc(Nc2nc(C)c([N+](=O)[O-])c(Nc3ccccc3)n2)cc1,-4%,4,-3%,-18,3,0%,2,?,3%,-0.5%,-10
O=C(COc1cccnc1[N+](=O)[O-])Nc1ccc2c(c1)OCO2,2%,-1,4%,·,1,-4%,-2,16%,3%,-0.5%,?

# This part in full, from the start:
SMILES,GALK inhibitor,TRPV1 agonist,PKM2 act,hERG WT inh,FBPA coupling cs,MLL CXXC-DNA inh,KCNH2 3.1 block,Menin-MLL TR inh,USP2a block,B2AR arrestin,Giardia kill
C=C(C)C1CC=C(C)/C(=N/NC(=O)CNc2ccc(C)cc2C)C1 (stereo not given),3%,5,5%,-23,-1,-4%,-7,-7%,4%,-1.0%,7
CCOc1ccc(NC(=O)C23CC4CC(C2)CC(c2ccccc2)(C4)C3)cc1,-1%,6,-1%,1,-1,8%,4,-8%,-1%,-0.3%,1
COc1ccc(S(=O)(=O)N2CCC[C@H]2C(=O)NC2=NCCS2)cc1,1%,0,1%,-14,·,9%,13,-9%,2%,-0.2%,-19
CC(=O)Nc1ccc(Nc2nc(C)c([N+](=O)[O-])c(Nc3ccccc3)n2)cc1,-4%,4,-3%,-18,3,0%,2,?,3%,-0.5%,-10
O=C(COc1cccnc1[N+](=O)[O-])Nc1ccc2c(c1)OCO2,2%,-1,4%,·,1,-4%,-2,16%,3%,-0.5%,?
COc1cccc(C(=O)Nn2cnnc2)c1,-1%,0,-3%,-2,2,-2%,-8,-21%,2%,0.2%,4
CN(CCNC(=O)c1cn(C)c2ccc(S(=O)(=O)N(C)C)cc2c1=O)CCc1ccccc1,1%,3,2%,10,3,-7%,-2,-2%,-4%,-0.7%,2
Cc1cc(C)nc(SCC(=O)c2ccc(C)c(C)c2)n1,0%,12,2%[11.5 µM],-3,-1,-13%,1,?,2%,0.3%,-9
O=C(Nc1cc(Sc2ccccn2)cc([N+](=O)[O-])c1)c1ccc([N+](=O)[O-])cc1,0%,1,3%,-21,1,7%,-36,?,-1%,7.7%,46[activator]
CCC(NS(=O)(=O)c1ccc(C)cc1)C(=O)O (stereo not given),-1%,-2,0%,4,4,3%,-13,-8%,-1%,-0.3%,14
CC(C)(O)C#Cc1ccc(C(=O)N2CCC(C(N)=O)(N3CCCCC3)CC2)o1,6%,-5,0%,-5,0,-5%,-2,-3%,-1%,-0.1%,-1
Cc1sc(N)nc1-c1ccccc1,15%,-8,-1%,-1,2,7%,12,16%,-3%,-0.3%,-12
Cc1ccc(-n2[nH]c(C)c(C=Nc3ccc(Br)cn3)c2=O)cc1,1%,-5,-22%,3,-1,22%,0,7%,-1%,-1.0%,-14
COc1ccccc1OCCNC(=O)c1ccc2c(c1)OCCO2,·,0,·,-9,·,·,0,·,2%,-0.1%,-16
CCC(C)NC(=O)C1CCC(=O)N(c2ccc3c(c2)OCO3)C1c1ccc(OC)cc1 (stereo not given),0%,5,-1%,17,0,11%,2,0%,1%,-0.4%,-15
CN1CCN(c2ccc(NC(=O)c3cccc(S(=O)(=O)N4CCCC4)c3)cc2)CC1,·,1,·,-8,·,·,-1,·,3%,-1.0%,-12
CCOc1ccc(OCC(=O)NCCc2nc3ccccc3[nH]2)cc1,0%,-2,4%,9,1,0%,3,1%,0%,-0.2%,-3
CC(C)c1ccc(OCC(=O)NNC(=O)c2cnccn2)cc1,11%,-3,1%,0,2,-12%,9,·,2%,0.1%,-11
CCCCCCC(=O)Nc1nnc(CC)s1,1%,-6,9%,15,5,-8%,6,7%,2%,0.3%,-10
N#Cc1ccc(OCC(O)CS(=O)(=O)c2ccc(F)cc2)cc1 (stereo not given),1%,5,-7%,2,-2,-8%,-10,1%,6%,-0.1%,0
NC(=O)c1c(NC(=O)CN2CCOCC2)sc2c1CCC2,5%,-1,-7%,-3,0,-12%,-1,2%,-1%,0.3%,0
CC1CCCCN1S(=O)(=O)Cc1ccccc1Cl (stereo not given),-5%,3,-4%,-3,3,17%,-2,-19%,2%,-0.9%,24
COC(=O)CN(c1ccccc1[N+](=O)[O-])S(=O)(=O)c1ccccc1,1%,2,4%,9,0,1%,19,5%,-1%,0.1%,8
Cc1ccc(NC(=O)CN(C)C(=O)COC(=O)CNS(=O)(=O)c2ccc(F)c(F)c2F)cc1,·,-11,·,3,·,·,-6,·,2%,-0.1%,-2
Cc1ccc(-n2ncc(C(=O)NC3CC3)c2C2CCN(C(=O)OC(C)(C)C)CC2)c(C)c1,-4%,?,·,-4,0,6%,18,0%,3%,-0.8%,13
CCOc1cccc(C(=O)N(Cc2ccco2)C2CCS(=O)(=O)C2)c1 (stereo not given),-3%,-2,9%,0,3,1%,-26,2%,3%,-0.2%,-5
COc1ccc(/C=N/N2C(=O)CN(C(=O)c3ccccc3)C2c2ccc(OC)cc2)cc1 (stereo not given),4%,10,0%,-7,4,3%,0,·,3%,0.3%,12
Cc1ccc(NC(=O)c2ccc3snnc3c2)cc1C,-2%,?,·,6,-2,2%,-1,?,-1%,0.4%,9
CNCc1ccccc1Sc1cccc(O)c1,1%,1,1%,-10,0,7%,2,8%,5%,-0.7%,10
CCOC(=O)Cc1csc2nc3sc(C)c(C)c3c(=O)n12,0%,8,3%,-7,5,3%,-10,8%,0%,-0.2%,-9
COc1ccc(OCC(=O)Nc2cc(OC)ccc2N2CCCCC2)cc1,0%,4,-1%,-12,-2,-3%,-25,-24%,0%,0.2%,-2
Cc1cc(-c2cc(-c3ccc(Cl)cc3)on2)nc(NC2CCCC2)n1,-2%,4,2%,-5,0,4%,-4,·,?,-0.9%,-4
COc1cccc(=O)c2c(C)oc(C)c12,0%,8,1%,-3,0,?,-3,0%,11%,0.1%,9
O=C(Oc1c(CN2CCOCC2)cc(Cl)c2cccnc12)c1ccccc1,7%,19,2%,0,6,-7%,1,-13%,-1%,?,-20
Cc1ccc2nc3sc(C(=O)Nc4ccc(N5CCOCC5)cc4)c(N)c3cc2c1,0%,5,1%,·,-6,17%,·,11%,27%,-0.1%,·
O=C(CP(=O)(c1ccccc1)c1ccccc1)N1CCOCC1,0%,15,7%,3,0,11%,3,-1%,11%,0.2%,3
O=C(COc1ccc(Cl)cc1)NCc1ccncc1,4%,?,-4%,-14,2,8%,-6,1%,0%,-0.4%,1
NC(=O)c1ccc(=O)n(Cc2ccc(F)c(F)c2)c1,2%,-5,·,2,0,7%,-6,-20%,1%,0.0%,-17
Cc1cc(C)c2nc(N)sc2c1,1%,-5,1%,-1,2,2%,-3,6%,1%,-0.9%,2

# Screening results: PubChem BioAssay, National Center for Advancing Translational Sciences (NCATS)

# These rows are one share of the data; the hit share may differ from the screen's.
